D2 PAM – positively modulates the human D2 dopamine receptor allosterically; HEK293 T-REx D2, calcium flux, EC20 dopamine potentiation; P14416; hit rate 0.34% among 340,000; potentiation, % at 10 µM; AID 485347;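 active = potentiation over 3 SD above the plate norm, cut at about 30% in these data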; note: 0% is about no effect
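Using a no-wash calcium dye in inducible, force-coupled HEK293 Trex cells expressing D2, we tracked fluorescence each second for 180 s after compound, then for 180 s after EC20 dopamine to detect augmented signalling.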
RXFP1 ag – agonists of human relaxin receptor RXFP1; Potency, µM (top dose mostly 57.5 µM), for inactives: top-dose activation, usual class: activators; hit rate 0.3% among 370,000; HEK293T-RXFP1 cAMP TR-FRET, 30 min; response scale: percent of porcine relaxin response, buffer zero; AID 2676; Q9HBX9; note: potency is the fitted concentration of half-maximal effect; % is set by controls: 0 for no effect and ±100 for the full control effect; nearly all actives have a fitted effect of over 60% in size; many of its hits are not listed in these tables
Target sequence (Q9HBX9 whole entry, looked up): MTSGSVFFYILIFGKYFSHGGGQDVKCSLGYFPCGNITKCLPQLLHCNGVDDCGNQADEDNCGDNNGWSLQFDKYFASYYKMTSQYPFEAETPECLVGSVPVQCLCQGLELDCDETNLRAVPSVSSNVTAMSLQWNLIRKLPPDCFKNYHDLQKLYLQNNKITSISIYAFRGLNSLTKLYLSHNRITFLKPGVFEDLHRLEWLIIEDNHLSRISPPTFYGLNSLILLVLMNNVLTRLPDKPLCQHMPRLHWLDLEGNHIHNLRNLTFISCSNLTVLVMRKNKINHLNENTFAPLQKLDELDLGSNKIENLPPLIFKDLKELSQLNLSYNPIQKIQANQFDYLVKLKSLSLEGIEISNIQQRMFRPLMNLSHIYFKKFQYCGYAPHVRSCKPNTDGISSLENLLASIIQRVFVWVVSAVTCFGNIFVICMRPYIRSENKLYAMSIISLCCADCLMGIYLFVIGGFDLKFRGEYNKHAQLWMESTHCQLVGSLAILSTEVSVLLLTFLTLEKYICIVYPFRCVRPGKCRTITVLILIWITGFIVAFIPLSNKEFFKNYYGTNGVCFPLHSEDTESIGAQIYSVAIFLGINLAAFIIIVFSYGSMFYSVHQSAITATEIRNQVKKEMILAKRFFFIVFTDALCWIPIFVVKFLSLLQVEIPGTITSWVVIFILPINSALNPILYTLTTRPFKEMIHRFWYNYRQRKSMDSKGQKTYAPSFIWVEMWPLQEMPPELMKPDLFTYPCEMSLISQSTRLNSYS
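cAMP rise read by TR-FRET after 30 min, 37C compound exposure (up to 58 uM) in RXFP1-transfected HEK293 cells with Ro 20174 present. EC50 from Hill-equation fits, with 29 nM porcine relaxin as 100% and buffer as basal.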
Glioma ERSR ind – induces the endoplasmic reticulum stress response in human glioma cells. U87-MG GRP78 promoter luciferase reporter, 16 h. hit rate 0.02% among 420,000. Potency, µM, for inactives: at the highest dose activation, hits mostly activators; note: potency is the fitted concentration of half-maximal effect; series mostly up to about 76 µM; % of control where 0% means no effect; nearly all actives have a fitted effect of over 35% in size
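Stably transfected U87-MG human glioma cells carrying a GRP78-based luminescent sensor were seeded at 1000 cells/well, pin-dosed with compounds and incubated 16 h. Luciferase reagent was then added, and end-point luminescence was read after 10 min at room temperature.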
D1 PAM – enhances dopamine response at the human D1 receptor; HEK293 TREx D1 cells, calcium flux, dopamine EC20 potentiation; potentiation, % at 10 µM; hit rate 0.036% among 360,000; P21728; AID 504651; in the data active = potentiation above about 30%; note: 0% is about no effect
LDHA block – blocks human lactate dehydrogenase A | P00338 | purified LDHA, NADH/diaphorase-resazurin fluorescence; active compounds read low | activity change, % (values are at about 110 or 230 µM) | hit rate 0.15% among 480,000; in the data active = activity change below about -30%; inconclusive = mostly about -25% to -30%;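 note: plate controls were DMSO wells for no effect and wells without enzyme for full effect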
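Resorufin fluorescence (ex540/em590), read at 0 and 20 min after diaphorase/resazurin addition, reports the NADH left after a 5 min room-temperature reaction of 2 nM human LDH5 with 0.06 mM NADH and 0.2 mM pyruvate.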
D1 agonist – agonists of human D1 dopamine receptor | activation, % at 2 µM | HEK293 T-REx D1 cells, calcium flux, agonist mode | AID 504660 | P21728 | hit rate 1% among 360,000; in the data active = activation above about 30%; note: 0% is about no effect
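Tetracycline-induced HEK293 TREx D1 cells, force-coupled to calcium signalling, were dye-loaded with a no-wash calcium kit. Compound was pin-added after a 10 s baseline. Fluorescence was read kinetically at 1 cycle/s for 180 s, with calcium rises flagged as agonism.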
Vif-A3F inh – inhibitors of Vif-A3F interaction. hit rate 0.2% among 390,000. Potency, µM (titrated, usually from 46.1 µM), for inactives: at the highest dose activity, negative = active. HeLa A3F-eYFP + Vif (tagged APOBEC3F with the HIV-1 protein that degrades it), YFP fluorescence increase; note: potency is the fitted concentration of half-maximal effect; % of control where 0% means no effect; nearly all actives have a fitted effect of over 65% in size
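HeLa cells stably expressing A3F-eYFP plus Vif, plated and incubated overnight at 37 deg C, then exposed to compounds overnight at 37 deg C. Blocked degradation read as raised yellow fluorescence (Ex 488/Em 500-530).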
D1 antagonist – human D1 dopamine receptor antagonism | P21728 | HEK293 TREx D1 cells, calcium flux, dopamine EC80; active compounds read low | activity change, negative = inhibition, % at 10 µM | hit rate 3.2% among 360,000; in the data active = activity change below about -30%; note: % is set by controls: 0 for no effect and ±100 for the full control effect
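Using tetracycline-induced force-coupled D1 Hek293 cells and a calcium dye, signals were followed for 180 s after compound, then for 180 s after EC80 dopamine, to detect inhibitors.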
Vif-A3G inh – Vif-A3G binding inhibition | HeLa A3G-eYFP + Vif (tagged APOBEC3G with the HIV-1 protein that degrades it), YFP fluorescence, overnight | hit rate 0.076% among 410,000 | Q9HC16 | Potency, µM (top dose mostly 46.1 µM), inactives show top-dose activity, negative = active, actives largely listed as inhibitors;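 note: potency is the fitted concentration of half-maximal effect; % is set by controls: 0 for no effect and ±100 for the full control effect; nearly all actives have a fitted effect of over 60% in size; hits raise eYFP signal because A3G escapes Vif-driven loss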
Target sequence (Q9HC16 whole entry, looked up): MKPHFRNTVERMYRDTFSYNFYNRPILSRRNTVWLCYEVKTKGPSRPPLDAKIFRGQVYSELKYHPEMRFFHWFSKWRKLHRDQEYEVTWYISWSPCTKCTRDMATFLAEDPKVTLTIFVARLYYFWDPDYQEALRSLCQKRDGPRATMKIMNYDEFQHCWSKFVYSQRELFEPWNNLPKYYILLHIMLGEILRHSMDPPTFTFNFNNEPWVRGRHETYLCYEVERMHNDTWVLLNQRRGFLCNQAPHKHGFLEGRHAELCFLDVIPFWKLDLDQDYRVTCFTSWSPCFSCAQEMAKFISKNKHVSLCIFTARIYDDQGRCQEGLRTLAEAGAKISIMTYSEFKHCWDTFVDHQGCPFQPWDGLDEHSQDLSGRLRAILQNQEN
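HeLa cells stably expressing Vif and C-terminally eYFP-tagged A3G, seeded overnight at 37 deg C, then exposed to compound by pintool overnight at 37 deg C. Rise in yellow fluorescence (Ex 488/Em 500-530, Acumen) marks blocked Vif-driven A3G degradation.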
An asterisk follows results filed as active; u = inconclusive; x = no result given; & = joins results of further samples. Unless noted, calls come from the whole dose curve; as a rule, active = well fitted curve in the direction sought with a large enough effect; inconclusive = small, poorly fitted or top-dose-only effect, or another doubt; inactive = no such curve, though single readings can be large; an effect the other way counts as inactive or inconclusive.

Every second line gives: D1 PAM	Vif-A3F inh	D1 agonist	Vif-A3G inh	D1 antagonist	RXFP1 ag	LDHA block	Glioma ERSR ind	D2 PAM
COc1ccc(OC)c(C(=O)COC(=O)C(CCSC)NC(=O)COc2ccccc2)c1 (centres undefined)
→ 6.8	8.6%	2.7	-3.4%	1.6	0.5%	-8.9	-1.5%	2.3
Cc1cc(C)c(NC(=O)COC(=O)CCc2ccc(S(=O)(=O)N3CCCCC3)cc2)c(C)c1
→ 1.1	2.9%	6.8	8.7%	-0.6	6.5%	-0.5	-1.7%	1.9
COc1ccc(CCn2ccc(O)c(Cc3c(F)cccc3Cl)c2=O)cc1OC
→ -6.0	1.9%	-1.7	2.8%	x	0.5%	-0.1	-3.3%	-10.1
Cc1ccc(S(=O)(=O)Nc2cc(C(F)(F)F)ccc2N2CCOCC2)c(C)c1
→ 4.5	-4.0%	0.5	-8.0%	28.5	1.4%	1.8	-5.4%	2.1
Cc1csc(SCC(=O)N(C)c2c(N)n(Cc3ccccc3)c(=O)[nH]c2=O)n1
→ 0.9	1.3%	3.1	3.3%	-9.4	0.9%	-1.1	-1.2%	-2.4
Cc1cccc(CN2CCCC(C(=O)N3CCCCC3)C2)c1 (centres undefined)
→ -6.3	-1.3%	0.9	6.4%	-24.3	-0.6%	-14.8	-5.4%	-15.5
COc1ccc(-c2nc(SC(C)C(=O)c3c(N)n(C)c(=O)n(C)c3=O)n[nH]2)cc1 (centres undefined)
→ -1.2	-16.0%	1.1	-0.4%	2.2	1.9%	-1.3	-2.5%	-13.7
CCn1cc(C2N3CC4(CC)CN2CC(CC)(C3)C4=O)c2ccccc21 (centres undefined)
→ 1.6	-3.2%	4.5	-1.2%	2.5	0.8%	3.3&-3.6	-2.5%	-6.1
O=C(c1cc2ccccc2oc1=O)N(Cc1cccs1)Cc1cccs1
→ -1.1	-5.1%	4.0	0.3%	-8.1	0.8%	8.1&3.2	-5.7%	-9.6
O=S(=O)(NCCc1ccccc1)c1ccc(-n2cnnn2)cc1
→ x	2.0%	7.2	-1.4%	-15.2	2.8%	-11.9	-2.0%	2.1
CCN(Cc1ccccc1)C(=O)COC(=O)CNC(=O)c1ccc(C)s1
→ 1.1	3.1%	0.9	0.0%	11.5	0.0%	-1.0	-3.8%	2.3
CC(=NNC(=S)N1CC2CCC(CC2)C1)c1ccccn1
→ x	u	x	-10.9%	x	x	-13.7	-2.6%	x
CN(CC(=O)Nc1ccc(Cl)c(C(F)(F)F)c1)C(=O)c1ccc2c(c1)NC(=O)CS2
→ -7.5	-7.7%	-0.1	-12.8%	x	-0.7%	-1.4	-4.5%	0.0
CCCCCCCc1n[nH]c(=S)n1Cc1ccccc1
→ -0.1	3.3%	-0.1	-3.2%	9.6	1.1%	0.2	-3.0%	-6.0
CCOC(=O)N1CCC(NC(=O)C(NS(=O)(=O)c2ccc3c(c2)CCN3C(=O)CC)C(C)C)CC1 (centres undefined)
→ -3.3	9.8%	2.7	0.4%	-3.6	2.1%	-0.9	-3.4%	2.9
Cc1ccccc1OCC(=O)N(CC(C)C)c1c(N)n(CC(C)C)c(=O)[nH]c1=O
→ -4.2	-14.0%	2.8	2.4%	-7.1	2.8%	-7.3	6.4%	2.9
C=CCNC(=O)CC(=O)N/N=C/c1ccc(F)cc1
→ -2.2	0.5%	2.5	1.1%	-10.6	0.7%	-0.9	-4.0%	-6.3
Cc1nsc2c1ccc1ccccc12
→ -1.6	-14.7%	-1.1	0.9%	8.3	0.1%	-8.9	4.0%	-6.1
COc1ccccc1-c1ocnc1C(=O)N1CCN(S(=O)(=O)c2ccc(NC(C)=O)cc2)CC1
→ 0.8	-1.8%	4.6	-2.2%	-0.6	-3.6%	-5.6	-3.7%	6.0
C1=CCN(Cc2ccccc2)C1
→ 2.5	8.2%	3.6	-0.2%	-5.5	-0.8%	-13.1	-4.3%	13.7
COc1ccc(N(CC(=O)NC2CC3CCC2C3)S(=O)(=O)c2ccc(C)cc2)cc1Cl (centres undefined)
→ x	0.5%	x	-0.1%	x	x	-3.9	-4.8%	x
COc1cccc(CNc2ncnc3cc(OC)c(OC)cc23)c1
→ -0.8	1.5%	3.7	-7.8%	-6.6	2.6%	-6.9	-5.8%	7.0
O=C(CCS(=O)(=O)c1ccccc1)N1CCN(c2ccccc2)CC1
→ 5.4	-5.0%	4.3	-1.9%	2.8	3.4%	-7.4	-3.1%	9.3
CC(C)N1C(=O)C(O)(c2c[nH]c3ccccc23)c2ccccc21 (centres undefined)
→ -3.5	1.9%	0.8	2.0%	3.6	-0.5%	10.5&-6.2	2.7%	3.0
CCCCN1C(C(=O)Nc2ncccn2)=C(O)c2ccccc2S1(=O)=O
→ -1.1	7.9%	0.9	-0.3%	1.0	4.8%	-9.2&15.6	-3.2%	-6.0
Nc1n[nH]c(-c2cccc([N+](=O)[O-])c2)n1
→ -3.7	-3.7%	3.1	0.1%	3.1	0.8%	-0.9	-1.6%	-1.0
Cc1cccc(NS(=O)(=O)c2ccc(C)c(C(=O)NCc3ccncc3)c2)c1
→ -0.1	6.7%	0.0	-0.2%	4.9	-0.9%	2.0	-2.6%	16.9
CS/C(=N\S(=O)(=O)c1cccs1)Nc1ccc(Br)cc1F
→ -7.5	-12.8%&1.8%	1.1	2.4%&-0.9%	-12.9	-0.3%	-2.6&-6.1	-1.1%&-5.3%	1.4
O=c1[nH]c2cc3c(cc2cc1CN(CCN1CCOCC1)C(=S)NCC1CCCO1)OCO3 (centres undefined)
→ -7.4	2.9%	1.9	-1.3%	5.4	16.5%	-3.4	-3.9%	-12.1
CCc1nc(Nc2ccc(F)cc2)c2oc3ccccc3c2n1
→ -2.3	-2.1%	7.0	0.6%	3.8	6.1%	0.2	5.4%	-10.5
COc1ccc(OC)c(NC(=O)c2ccc(-c3nc(CSc4ccccc4)c(C)o3)cc2)c1
→ 0.6	-0.2%	3.8	-2.2%	-32.1*	0.1%	7.5	-0.6%	-3.9
COc1ccccc1/C=C/C1(C(=O)NC2CCCC2)CC(=O)N1c1ccc(C)cc1 (centres undefined)
→ -4.8	-18.4%	1.8	-11.1%	-10.6	1.8%	-0.3	-4.5%	1.6
COC(=O)c1sccc1S(=O)(=O)N(CC(=O)NCc1ccc(C)cc1)c1ccccc1
→ -4.1	-2.8%	1.7	-1.5%	-3.7	-2.9%	-3.4	-1.9%	7.1
CC(=NNC(N)=S)c1ccc2cc3c(cc2c1)OCO3
→ x	-4.5%	x	-8.8%	x	x	-6.2	2.6%	x
C=CCn1c(C)cc(C2=NNC(=NCC)SC2)c1C
→ -0.9	11.5%	2.6	-2.9%	-9.3	0.0%	1.1	-14.5%	-3.6
Cn1c(=O)c2c(nc(N3CCN(Cc4ccccc4)CC3)n2CC(=O)c2ccccc2)n(C)c1=O
→ x	2.1%	x	-5.0%	x	x	-0.5&-4.2	-1.7%	x
COc1ccc(-n2c(SCC(=O)N3CCOCC3)nc(O)c(Cc3ccccc3)c2=O)cc1
→ 1.1	2.9%	1.5	2.4%	-13.6	-0.4%	-3.7	0.6%	-3.0
CCCn1cc(S(=O)(=O)CC(=O)N2CCc3ccccc32)c2ccccc21
→ -2.2	0.3%	3.7	-1.2%	1.6	-0.6%	5.6	-3.8%	14.2
Cn1c(NCCCN2CCOCC2)nc2c1c(=O)n(Cc1ccc(Cl)cc1)c(=O)n2C
→ -0.3	0.7%	2.9	1.2%	-5.0	0.6%	0.5	-3.6%	-9.0
Cc1cc(C(=O)O)cc(S(=O)(=O)NNC(=O)c2cccs2)c1C
→ 4.9	4.8%	3.7	-4.3%	-5.7	9.4%	3.6	-6.2%	-0.5

Reprinted at random: 4 entries already listed
Every second line gives: D1 PAM	Vif-A3F inh	D1 agonist	Vif-A3G inh	D1 antagonist	RXFP1 ag	LDHA block	Glioma ERSR ind	D2 PAM
Cn1c(=O)c2c(nc(N3CCN(Cc4ccccc4)CC3)n2CC(=O)c2ccccc2)n(C)c1=O
→ x	2.1%	x	-5.0%	x	x	-0.5&-4.2	-1.7%	x
CCCn1cc(S(=O)(=O)CC(=O)N2CCc3ccccc32)c2ccccc21
→ -2.2	0.3%	3.7	-1.2%	1.6	-0.6%	5.6	-3.8%	14.2
COC(=O)c1sccc1S(=O)(=O)N(CC(=O)NCc1ccc(C)cc1)c1ccccc1
→ -4.1	-2.8%	1.7	-1.5%	-3.7	-2.9%	-3.4	-1.9%	7.1
Cn1c(NCCCN2CCOCC2)nc2c1c(=O)n(Cc1ccc(Cl)cc1)c(=O)n2C
→ -0.3	0.7%	2.9	1.2%	-5.0	0.6%	0.5	-3.6%	-9.0

More compounds follow:
Every second line gives: D1 PAM	Vif-A3F inh	D1 agonist	Vif-A3G inh	D1 antagonist	RXFP1 ag	LDHA block	Glioma ERSR ind	D2 PAM
CC(CNS(=O)(=O)c1ccccc1)Sc1ncccn1 (centres undefined)
→ -2.8	3.4%	0.4	-3.1%	0.3	1.7%	-7.1	-8.2%	4.3
Cc1cc(NC(=O)c2ccc(COc3ccccc3Cl)o2)no1
→ -3.1	-1.7%	5.8	-4.7%	-4.0	-1.5%	-6.9	-8.7%	-14.7
O=C(COC(=O)C1(c2ccccc2F)CCCC1)N1CCNC1=O
→ 5.7	6.1%	5.6	-1.2%	-3.3	0.1%	0.8	-3.3%	3.6
CCSC1C(=O)N(C)C(SCC)C(=O)N1C (centres undefined)
→ x	0.8%	x	1.1%	x	x	-4.7	-3.7%	x
COc1ccccc1CCNC(=O)Cc1c(C)c2ccc(O)cc2oc1=O
→ -0.1	0.2%	-0.9	-2.0%	-20.6	8.4%	-1.8	-3.6%	-3.7
CCc1nnc(NS(=O)(=O)c2ccc(N/C=C/C(=O)c3ccc(C)cc3)cc2)s1
→ -0.7	1.4%	1.9	-1.5%	9.5	1.4%	-0.8	2.8%	5.2
CCOC(=O)c1cnc2ccc(OCC)cc2c1N1CCN(c2cccc(Cl)c2)CC1
→ -1.9	0.2%	7.1	3.7%	5.4	0.1%	15.5	-4.3%	13.3
CC(C)C(=O)NC(=S)Nc1ccc(S(=O)(=O)NC2CCCCC2)cc1
→ -4.7	-1.4%	10.8	0.3%	-32.1*	-3.1%	-1.9	5.0%	15.9

Screening data as filed in PubChem BioAssay.

These rows are one share of the data (hit frequency here may not be typical).
